Source: PubChem
tim23-1 inh – inhibits growth of tim23-1 mutant yeast; S. cerevisiae tim23-1 growth, BacTiter-Glo luminescence, 24 h; inhibition, % at 20 µM; 330,000 tested, 1.3% active; AID 463212;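 active = growth inhibition of the mutant yeast at or above 50%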;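 note: temperature-sensitive mutant grown at 25 °C; plate controls were DMSO-treated mutant yeast for no effect and medium wells lacking yeast for full effect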
CCR6 antagonist – antagonists of human CCR6 receptor | P51684 | 340,000 tested, 0.49% active | AID 493098 | CHO-K1 CCR6 PathHunter beta-arrestin, luminescence, CCL20-stimulated | inhibition, % at 20 µM;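 active = compounds whose inhibition of the agonist-driven luminescence signal at 20 µM reaches about 50%, limit read from the data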;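 note: cells stimulated with CCL20 at 14 nM final; plate controls were DMSO with CCL20 for no effect and DMSO without agonist for full effect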
Mdm2 MdmX PPI – inhibitors of human Mdm2/MdmX interaction. O15151+Q00987. SaOS-2 split-luciferase Mdm2/MdmX complementation, luminescence. inhibition, % at 8 µM. 330,000 tested, 3% active. AID 485346;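 active = inhibition of at least 50% at 8 µM in the primary screen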
UPR XBP1 act – activators of adaptive arm of unfolded protein response (XBP1); CHO-XBP1 luciferase reporter, IRE1-XBP1 UPR activation, luminescence; percent of tunicamycin response, DMSO as zero; activation, % at 20 µM; 330,000 tested, 0.33% active;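 active = versus positive control, 20 µM dose yields 30% or more activation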;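 note: 100% = tunicamycin at 10 µg/mL and 0% = DMSO only wells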
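Material: CHO cell line with stable XBP1 luciferase reporter; buffer or medium: F12 medium containing 10% fetal bovine serum; compound: single point, 20 µM final compound, 1% DMSO; incubation: 6 h treatment, 37 °C; measured by: glow luminescence from Steady-Glo reagent; evaluation: activation, % of tunicamycin; control set: tunicamycin high, DMSO low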
APJ ag – agonists of human APJ apelin receptor | P35414 | CHO-K1 APJ PathHunter beta-arrestin, luminescence; 0% DMSO wells, 100% apelin | activation, % at 20 µM | 330,000 tested, 0.11% active | AID 2520;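 active = activation more than six SD over the plate average, tested at 20 µM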;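 note: 0% = DMSO alone and 100% = apelin-13 at 10 nM; some results filed as inactive read as strong as hits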
Target sequence (P35414 whole entry, looked up): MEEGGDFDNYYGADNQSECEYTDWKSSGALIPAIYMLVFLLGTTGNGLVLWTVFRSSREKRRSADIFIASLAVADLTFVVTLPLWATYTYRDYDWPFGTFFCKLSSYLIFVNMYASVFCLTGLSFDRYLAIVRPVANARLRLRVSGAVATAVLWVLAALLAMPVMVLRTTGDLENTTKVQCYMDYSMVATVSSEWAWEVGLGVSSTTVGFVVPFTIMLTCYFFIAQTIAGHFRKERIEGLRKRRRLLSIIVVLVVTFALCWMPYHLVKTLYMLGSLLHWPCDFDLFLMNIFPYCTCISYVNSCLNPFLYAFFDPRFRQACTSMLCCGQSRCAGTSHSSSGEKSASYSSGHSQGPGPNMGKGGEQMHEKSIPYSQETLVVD
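Assay system – PathHunter CHO-K1 APJ (AGTRL-1) beta-arrestin reporter cells · Compound – one dose, 20 µM compound, 1% DMSO · Timing – compound 90 min 25 °C, reagent 1 h · Measured by – luminescence from split beta-galactosidase complementation, Galacton Star/Emerald II substrate · Measure – beta-arrestin recruitment to APJ as agonist activity, luminescent signal · Benchmarks – DMSO vs Apelin-13 10 nM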
UPR CHOP act – activators of apoptotic arm of unfolded protein response (CHOP); CHO-CHOP luciferase reporter, UPR activation, luminescence; percent of tunicamycin response over DMSO baseline; activation, % at 10 µM; 330,000 tested, 0.34% active; AID 449763;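 active = at 10 µM dose, activation of 40% or more, normalized to positive control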;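 note: 100% = tunicamycin at 10 µg/mL and 0% = DMSO alone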
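Material: CHO-CHOP cells, stable luciferase reporter of PERK-eIF2a-CHOP signalling; quantity: 500 reporter cells seeded per well; buffer or medium: F12 medium containing 10% fetal bovine serum; compound: one dose, 10 µM in 0.5% DMSO; incubation: 6 h compound treatment, 37 °C; measured by: Steady-Glo luciferase luminescence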
EBI2 block – EBI2 (human) antagonism | P32249 | EBI2 beta-arrestin recruitment, luminescence, 7a,25-OHC stimulated | inhibition, % at 5 µM | 360,000 tested, 0.81% active; in the data active = inhibition above about 38%;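 note: enzyme fragment complementation signal reports receptor beta-arrestin coupling in cells; 0% = agonist plus DMSO wells and 100% = wells without agonist; some results beyond the cut were filed as inactive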
Target sequence (P32249 whole entry, looked up, the tested form may be a part): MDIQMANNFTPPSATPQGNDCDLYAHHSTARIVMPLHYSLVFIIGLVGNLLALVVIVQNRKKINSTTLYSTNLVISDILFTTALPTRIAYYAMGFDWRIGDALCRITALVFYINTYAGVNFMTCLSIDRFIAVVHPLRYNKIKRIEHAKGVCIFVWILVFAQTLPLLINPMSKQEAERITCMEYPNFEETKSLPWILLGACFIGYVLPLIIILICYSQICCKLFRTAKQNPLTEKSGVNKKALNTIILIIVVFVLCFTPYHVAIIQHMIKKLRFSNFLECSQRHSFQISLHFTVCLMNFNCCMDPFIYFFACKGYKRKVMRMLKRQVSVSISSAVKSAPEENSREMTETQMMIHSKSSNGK
CXCR6 block – inhibitors of human CXCR6 receptor; inhibition, % at 20 µM; 360,000 tested, 0.36% active; CHO-K1 PathHunter CXCR6 beta-arrestin, luminescence; AID 602244; O00574; in the data active = inhibition above about 34%, passing the limit was not always enough;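 note: antagonist mode with CXCL16 agonist at 10 nM final; 0% = 10 nM CXCL16 with DMSO and 100% = unstimulated wells without agonist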
Target sequence (O00574 whole entry, looked up): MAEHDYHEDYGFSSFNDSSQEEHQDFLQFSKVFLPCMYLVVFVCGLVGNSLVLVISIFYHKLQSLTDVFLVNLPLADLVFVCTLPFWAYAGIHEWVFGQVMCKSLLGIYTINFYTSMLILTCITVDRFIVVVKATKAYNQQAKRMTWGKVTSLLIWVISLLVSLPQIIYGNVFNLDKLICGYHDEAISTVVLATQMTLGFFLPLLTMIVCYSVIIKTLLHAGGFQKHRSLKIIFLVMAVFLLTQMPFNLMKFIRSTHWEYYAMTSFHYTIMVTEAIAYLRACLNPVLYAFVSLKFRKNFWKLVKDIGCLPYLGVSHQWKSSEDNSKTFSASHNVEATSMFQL
APJ antag – APJ receptor antagonism. P35414. CHO-K1 APJ beta-arrestin complementation, luminescence. inhibition, % at 20 µM. 330,000 tested, 0.32% active. AID 2521;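 active = inhibition above about 40% at 20 µM, limit read from the data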;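 note: cells challenged with 10 nM apelin-13 agonist together with compound; plate controls were apelin-13 plus DMSO wells for no effect and DMSO wells lacking apelin-13 for full effect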
Active calls of the source: *; . = no result given. Only part of the results is shown; rates above refer to the full screens.

[1] CN(C)S(=O)(=O)c1ccc(C(=O)Nc2nc(-c3cccs3)cs2)cc1
[2] CC(=O)N1CCCc2cc(S(=O)(=O)NC(C(=O)NCc3ccc(C)cc3)C(C)C)ccc21 (stereo not given)
[3] COc1ccc(NC2CCCN(C(=O)c3ccc(C(C)=O)cc3)C2)cc1 (stereo not given)
[4] O=C(CN1CCCC1c1ccc2c(c1)OCCO2)NC(=O)Nc1ccccc1F (stereo not given)
[5] Cc1ccc(NC2=C/C(=N\S(=O)(=O)c3cccs3)c3ccccc3C2=O)c(C)c1
[6] O=C(CCC(=O)N1CCSc2ccccc21)NCc1cccc(Cl)c1
[7] O=C(COc1ccccc1)NCC(=O)NC1CCCCC1
[8] O=C1N/C(=N\N=C\c2ccco2)SC1Cc1ccccc1[N+](=O)[O-] (stereo not given)
[9] CCCc1[nH]n(-c2ccc([N+](=O)[O-])cc2)c(=O)c1C=NCCN1CCNCC1
[10] CCc1ccc(-c2nc(CN3CCC(C(=O)NCc4ccc(F)cc4)CC3)c(C)o2)cc1
compound no.	1	2	3	4	5	6	7	8	9	10
tim23-1 inh	7	8	0	26	36	22	-1	7	0	19
CCR6 antagonist	10	4	11	6	59*	12	0	17	.	9
Mdm2 MdmX PPI	5	11	-1	7	84*	21	-15	7	6	58*
UPR XBP1 act	2	-1	-2	-3	-3	1	-4	-2	1	6
APJ ag	0	2	0	-1	-6	-1	-2	-4	-5	-1
UPR CHOP act	6.8	1.0	-0.6	2.1	-4.0	-2.4	1.7	2.4	3.3	0.0
EBI2 block	77*	-13	-6	-1	26	6	7	-15	.	22
CXCR6 block	2	-2	2	-9	33	-1	1	3	.	-6
APJ antag	1	-3	-14	-26	24	5	7	15	-11	8

[11] O=C(CSc1ncccn1)N/N=C/c1cccc(OC2CSC2)c1
[12] CCNc1ccccc(-c2ccc3ccccc3n2)c1=O
[13] COc1ccc(CCNC(=O)c2c(O)c3ccccc3[nH]c2=O)cc1
[14] Cc1ccc(-c2nnc(SCC#N)n2N)cc1
[15] N#Cc1c(-c2cccnc2)c2c([nH]c1=S)CCCC2
[16] O=C(N/N=C/c1ccc(-c2ccc([N+](=O)[O-])cc2)o1)[C@H]1C[C@@H]1c1ccccc1
[17] COc1ccccc1NC(=O)NC1CCCCCCC1
[18] Nc1c(C(=O)Nc2ccc3c(c2)OCCO3)nnn1Cc1cccc(Br)c1
[19] Cn1c(CC2Sc3ccccc3NC2=O)nnc1SCC(=O)c1ccc(Cl)cc1 (stereo not given)
[20] CC(C)(C)NC(=O)C1Cc2ccccc2CN1C(=O)Nc1cccc(Cl)c1 (stereo not given)
compound no.	11	12	13	14	15	16	17	18	19	20
tim23-1 inh	5	18	-2	-5	-18	6	44	11	3	26
CCR6 antagonist	-8	-6	-19	25	3	-4	2	2	11	12
Mdm2 MdmX PPI	43	-1	14	-16	15	0	7	-75	6	-17
UPR XBP1 act	5	2	-5	-2	-3	-2	0	23	-2	-5
APJ ag	-3	1	-1	-1	-2	6	-8	3	-2	2
UPR CHOP act	-1.5	3.9	-1.4	2.9	-0.5	2.8	-1.5	4.8	-1.3	1.0
EBI2 block	-17	3	-6	-16	-8	9	2	10	4	-5
CXCR6 block	-6	-2	-6	-13	-5	2	17	-3	5	2
APJ antag	-1	-22	-14	-2	12	-36	12	-6	21	-8

Two of the compounds above, bar-delimited.
No. | structure | tim23-1 inh | CCR6 antagonist | Mdm2 MdmX PPI | UPR XBP1 act | APJ ag | UPR CHOP act | EBI2 block | CXCR6 block | APJ antag
18 | Nc1c(C(=O)Nc2ccc3c(c2)OCCO3)nnn1Cc1cccc(Br)c1 | 11 | 2 | -75 | 23 | 3 | 4.8 | 10 | -3 | -6
19 | Cn1c(CC2Sc3ccccc3NC2=O)nnc1SCC(=O)c1ccc(Cl)cc1 (stereo not given) | 3 | 11 | 6 | -2 | -2 | -1.3 | 4 | 5 | 21

Taken from above:
Under Mdm2 MdmX PPI, compound 10 shows 58*
Under CCR6 antagonist, compound 5 shows 59*

(list continues)
[21] O=C(NCCCN1CCCC1)[C@H](CSCc1ccccc1)N1Cc2ccccc2C1=O
[22] Cc1ccc(C(=O)OCC(=O)Nc2cc(C(C)(C)C)no2)c(C)c1
[23] O=C(Oc1cccc(N2C(=O)C3C4c5ccccc5C(c5ccccc54)C3C2=O)c1)c1ccco1 (stereo not given)
[24] CN(CC(=O)Nc1ccc(F)c(F)c1F)C1CCCCC1
[25] O=c1[nH]c(Cc2ccccc2)nc2scc(-c3ccccc3)c12
[26] Cc1ccc(CC2CC(=O)N(c3ccc4c(c3)OCCO4)C2=O)cc1 (stereo not given)
[27] COC(=O)c1ccc(OC(=O)c2cccs2)cc1
[28] COc1ccccc1C(=O)N/C(=C\c1cn(C)c2ccccc12)C(=O)N1CCCC1
[29] CCOc1cc(/C=C(\C#N)C(=O)Nc2cccc(C(=O)O)c2)cc(Br)c1OC(=O)c1ccc(OC)cc1
[30] Cc1nc2c3cc(Cl)ccc3n(CCN3CCOCC3)c2s1
compound no.	21	22	23	24	25	26	27	28	29	30
tim23-1 inh	-4	38	37	-2	15	23	2	16	45	-7
CCR6 antagonist	-8	9	4	10	-5	-12	11	9	-1	8
Mdm2 MdmX PPI	-5	-6	5	2	12	3	4	21	4	40
UPR XBP1 act	-1	3	-2	0	0	1	-1	-1	18	-1
APJ ag	-1	-1	3	-5	-3	-2	-5	1	7	-4
UPR CHOP act	0.6	0.5	-1.1	-2.1	-1.5	-0.6	-2.4	1.4	5.3	2.1
EBI2 block	9	4	-22	-1	34	-7	-7	-7	-6	1
CXCR6 block	10	2	-3	-2	1	5	3	9	-4	3
APJ antag	-2	-9	-1	10	-16	12	17	-12	3	7

[31] N#Cc1nnn(Cc2ccccc2)c1N
[32] Cc1ccc(Cn2c(CN3CC(C)OC(C)C3)nc3c2c(=O)n(C)c(=O)n3C)cc1 (stereo not given)
[33] COc1ccccc1/C=C/C1=NC(=C\N(C)C)/C(=O)O1
[34] CCCn1c(N)c(C(=O)CSc2nnc3ccccn23)c(=O)[nH]c1=O
[35] O=C(Nc1ccc(F)cc1F)c1noc2c1CCC2
[36] COc1ccc(NC(=O)Cn2nnc3ccccc32)c([N+](=O)[O-])c1
[37] Cc1nc(-c2ccc(C(F)(F)F)cc2)sc1C(=O)NN
[38] COc1ccc(NC(=O)Cn2nnc(C(=O)NCc3ccccc3)c2N)c(OC)c1
[39] Cc1cc(C)nc(NS(=O)(=O)c2ccc(Br)cc2)n1
[40] CCOC(=O)c1sc(NC(=O)C(CC)OC(=O)c2ccco2)nc1C (stereo not given)
compound no.	31	32	33	34	35	36	37	38	39	40
tim23-1 inh	15	19	11	11	11	3	46	-20	5	11
CCR6 antagonist	4	6	7	2	4	-14	11	3	5	7
Mdm2 MdmX PPI	29	9	-3	14	-20	4	23	13	-3	3
UPR XBP1 act	0	0	0	0	2	-3	-1	0	2	1
APJ ag	0	-2	0	-6	-2	7	5	-4	-5	-2
UPR CHOP act	0.1	1.5	2.9	1.1	1.7	-0.2	-0.2	-0.7	-0.2	-0.4
EBI2 block	-11	-2	-7	-6	-10	-4	10	-9	0	5
CXCR6 block	3	2	0	3	-2	-8	-13	3	-2	11
APJ antag	-1	8	-27	0	-24	-20	7	-7	1	16

[41] Fc1cccc(C2NC(=S)NC3=C2N2CCC3CC2)c1 (stereo not given)
[42] COc1cc(/C=C(\CC(=O)O)c2nc3ccccc3s2)cc(OC)c1O
[43] C[C@@H]1CN([C@@H](C)CO)C(=O)Cc2cc(NC(=O)C3CCCCC3)ccc2O[C@H]1CN(C)S(=O)(=O)c1ccccc1
[44] O=C(CN1CCN(C(=O)C2CCCO2)CC1)Nc1ccc(Br)cc1 (stereo not given)
[45] Cc1ccc(-c2csc(NC(=O)CSc3ncn(-c4ccccc4)n3)n2)cc1
[46] COc1ccccc1NCC(=O)c1ccc(Cl)cc1
[47] COc1cccc(NC(=O)COC(=O)/C=C/c2c(C)nn(-c3ccccc3)c2C)c1
[48] COC(=O)c1cc(CSc2nnc(NC3CCCCC3)s2)oc1C
[49] c1ccn2c(Cc3nnc4ccccn34)nnc2c1
[50] COC(=O)c1sc2ccccc2c1NC(=O)c1ccc(S(=O)(=O)N2CCCCC2)cc1
compound no.	41	42	43	44	45	46	47	48	49	50
tim23-1 inh	16	17	3	12	-3	11	41	24	-11	5
CCR6 antagonist	0	10	6	2	-4	71*	5	-7	1	-4
Mdm2 MdmX PPI	11	21	-14	0	0	17	-3	16	17	14
UPR XBP1 act	-1	-2	2	-1	0	-7	-2	-2	-1	1
APJ ag	-4	-2	-3	8	-2	-16	0	-3	0	-1
UPR CHOP act	1.2	1.6	2.1	1.9	3.0	3.5	0.6	-1.1	-3.2	0.3
EBI2 block	6	3	-11	-1	-1	-3	1	-3	-2	4
CXCR6 block	-1	4	7	-6	-3	38	0	6	-4	8
APJ antag	2	-5	-5	10	3	72*	-5	14	8	4

3 compounds already listed, arranged by molecular weight, largest number first:
[29] CCOc1cc(/C=C(\C#N)C(=O)Nc2cccc(C(=O)O)c2)cc(Br)c1OC(=O)c1ccc(OC)cc1
[16] O=C(N/N=C/c1ccc(-c2ccc([N+](=O)[O-])cc2)o1)[C@H]1C[C@@H]1c1ccccc1
[40] CCOC(=O)c1sc(NC(=O)C(CC)OC(=O)c2ccco2)nc1C (stereo not given)
compound no.	29	16	40
tim23-1 inh	45	6	11
CCR6 antagonist	-1	-4	7
Mdm2 MdmX PPI	4	0	3
UPR XBP1 act	18	-2	1
APJ ag	7	6	-2
UPR CHOP act	5.3	2.8	-0.4
EBI2 block	-6	9	5
CXCR6 block	-4	2	11
APJ antag	3	-36	16

Other results:
[51] CCCCNC(=S)Nc1ccc(-c2nc3ccc(C)cc3s2)cc1
[52] O=C(Oc1ccc(N(C(=O)c2ccncc2)S(=O)(=O)c2ccc(Cl)cc2)cc1)c1ccncc1
[53] COc1ccc(C[C@H]2CN3C(=NC[C@@H]3C(C)C)N2CCNC(=O)CCC2CCCCC2)cc1
[54] Cc1ccc(C(=O)CSc2nnc(C(C)C)n2C)cc1C
[55] CCCc1cc(=O)oc2cc(OC3CCCCC3=O)ccc12 (stereo not given)
[56] Cc1cc(-c2nnc(CCC(=O)NC(C)(C)C34CC5CC(CC(C5)C3)C4)o2)no1
compound no.	51	52	53	54	55	56
tim23-1 inh	7	19	11	1	24	41
CCR6 antagonist	19	4	2	4	5	1
Mdm2 MdmX PPI	-243	20	36	3	-5	4
UPR XBP1 act	-1	0	0	2	0	2
APJ ag	3	-2	-8	-3	-5	1
UPR CHOP act	7.4	-0.6	-1.6	6.0	2.0	4.6
EBI2 block	9	-1	6	-12	-28	-2
CXCR6 block	4	-17	-2	-5	-10	3
APJ antag	1	-3	7	-1	12	-10
